Bioassay records (PubChem)
ERp5 inh: ERp5 (human) disulfide isomerase inhibition; Q15084; ERp5 insulin aggregation, absorbance 650 nm, 90 min; inhibition, % at 9.99 µM; hit rate 0.05% among 350,000;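 active = mean replicate inhibition above about 25%, with every replicate also reaching it, limit read from the data, passing the limit was not always enough; inconclusive = only one of those two criteria met; inactive = neither criterion met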
XiGFP reactiv: activators of X-chromosome reactivation in mouse fibroblasts | XiGFP mouse fibroblasts, % GFP-positive cells imaging, 3 d; cells co-treated with 5-aza-dC sensitizer; scaled so ellipticine positive control = 100% | activation, % at 7.58 µM | hit rate 0.055% among 360,000 | AID 743238;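 active = mean normalized replicate activation at least 10% and every replicate at or above 10%; inconclusive = only one of the two criteria met; inactive = mean below 10% and not all replicates reach 10%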;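 also: 0% = median of on-plate neutral control wells and 100% = ellipticine 6 µM median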
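Material: SV40-immortalized XiGFP fibroblast cells, line 68-5-11 | Buffer or medium: DMEM containing 5-aza-dC | Dosing: One concentration, pinned | Times: 3 d treatment, 15 min room-temperature fixation | Controls: Ellipticine 6 µM positive control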
RAD54 inh: blocks human RAD54 Holliday junction branch migration; inhibition, % at 10.4 µM; hit rate 0.14% among 360,000; FAM/BHQ fluorescence;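 active = mean normalized replicate activity at least 40 and at least half of replicates scoring 40 or more; inconclusive = only one of the two criteria met; inactive = mean below 40 and under half of replicates reaching 40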;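 also: 0% = median of neutral control wells and 100% = median of positive control wells; inhibitors cause a drop in the FAM fluorescence signal; in these data hits start at about 50%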
esBAF inh: inhibitors of esBAF chromatin remodeling in mouse ES cells; Bmi1-luciferase knock-in reporter, 24 h; 100% = twice the neutral-well signal; reporter increase, % at 12.5 µM; hit rate 2% among 350,000; AID 602393; in the data active = activation above about 40%; inconclusive = no clear call, values can overlap the other calls;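 also: 0% = median of the plate's neutral control wells and 100% = double that signal; a rise in the Bmi1 reporter signal indicates esBAF inhibition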
E-selectin induc: induces E-selectin expression in human endothelial cells. P16581. HUVEC E-selectin immunofluorescence imaging; normalized: neutral wells 0, TNF-alpha wells 100. activation, % at 7.58 µM. hit rate 0.37% among 260,000. AID 686992;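 active = mean E-selectin-positive cell signal at least 10% of the positive control, reached in at least 60% of replicates, without over 20% cell loss; inconclusive = no rule given, readout overlaps actives, possibly toxicity-flagged; inactive = the rest, including those meeting only one limit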;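 also: in these data hits start at about 27%; measured in HUVEC primary endothelial cells; signal is the percent of cells scored E-selectin positive by PE staining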
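Test system – human umbilical vein endothelial cells (HUVEC), E-selectin induction · Input – 3,000 HUVEC seeded per well · Buffer or medium – EGM-2, gelatin · Compound dosing – single-point compound dose · Detection – immunofluorescence imaging · Measure – percent E-selectin-positive cells · Controls – TNF-alpha high, DMSO low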
ERAP1 inh: inhibitors of human ERAP1 aminopeptidase; Q9NZ08; hit rate 0.15% among 340,000; recombinant ERAP1, Leu-AMC fluorescence, 60 min; AID 652197; inhibition, % at 10.7 µM;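 active = mean replicate inhibition of at least 30%, or all replicates individually reaching that 30% level; inactive = mean below 30% and not every replicate reaching it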;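 also: 0% = neutral control wells and 100% = L-leucinethiol positive control wells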
Target sequence (Q9NZ08 whole entry, looked up): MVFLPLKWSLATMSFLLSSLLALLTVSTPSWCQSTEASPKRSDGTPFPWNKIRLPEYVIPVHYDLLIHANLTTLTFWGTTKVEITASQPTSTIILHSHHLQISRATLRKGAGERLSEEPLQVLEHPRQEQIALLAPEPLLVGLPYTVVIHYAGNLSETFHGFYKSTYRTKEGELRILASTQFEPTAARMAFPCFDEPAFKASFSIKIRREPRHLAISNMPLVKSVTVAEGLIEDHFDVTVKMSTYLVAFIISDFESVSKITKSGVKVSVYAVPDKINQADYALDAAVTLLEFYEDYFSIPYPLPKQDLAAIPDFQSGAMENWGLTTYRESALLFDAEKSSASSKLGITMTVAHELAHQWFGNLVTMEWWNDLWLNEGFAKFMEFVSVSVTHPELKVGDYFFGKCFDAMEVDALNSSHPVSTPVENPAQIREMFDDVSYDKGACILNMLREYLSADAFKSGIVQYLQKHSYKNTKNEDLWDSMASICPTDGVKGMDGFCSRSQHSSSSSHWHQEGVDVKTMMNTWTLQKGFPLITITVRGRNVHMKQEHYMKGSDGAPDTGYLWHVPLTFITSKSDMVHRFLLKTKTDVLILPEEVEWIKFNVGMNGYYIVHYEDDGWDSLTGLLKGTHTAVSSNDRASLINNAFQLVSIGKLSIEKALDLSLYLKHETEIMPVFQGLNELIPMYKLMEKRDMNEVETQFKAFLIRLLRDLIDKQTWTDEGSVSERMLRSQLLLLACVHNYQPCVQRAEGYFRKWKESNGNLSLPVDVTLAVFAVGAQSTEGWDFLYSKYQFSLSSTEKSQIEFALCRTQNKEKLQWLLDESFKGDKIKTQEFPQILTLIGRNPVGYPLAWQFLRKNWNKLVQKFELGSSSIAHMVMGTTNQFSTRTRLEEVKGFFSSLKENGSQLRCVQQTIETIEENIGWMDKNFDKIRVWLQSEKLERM
S100A4 MyoIIA: inhibitors of human S100A4 binding to myosin IIA peptide | hit rate 0.14% among 360,000 | P26447 | inhibition, % at 10.7 µM | AID 652163 | S100A4/TAMRA-MyoIIA peptide fluorescence polarization;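 active = mean inhibition of at least 70% across replicates, with every replicate also reaching that level; inconclusive = mean inhibition reaches 70% but some replicates fall short; inactive = mean inhibition below 70%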
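System – human S100A4 monomer protein, biochemical binding assay · Buffer or medium – Calcium-containing HEPES buffer, pH 7.2 · Timing – 5 min between mix addition and reading · Also added – TAMRA-labelled myosin IIA heavy-chain peptide probe, 5 nM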
RAD52 anneal inh: RAD52 (human) annealing inhibition; hit rate 0.46% among 360,000; recombinant RAD52 DNA annealing, FRET fluorescence; P43351; inhibition, % at 18.7 µM;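 active = every replicate showing at least 50% inhibition; inconclusive = mean inhibition at least 50% but not in every replicate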
Numbers without * were called inactive; ? = inconclusive; nt = no result given; & = joins results of further samples.

Compound	ERp5 inh	XiGFP reactiv	RAD54 inh	esBAF inh	E-selectin induc	ERAP1 inh	S100A4 MyoIIA	RAD52 anneal inh
O=C1[C@H](Oc2ccccc2)[C@@H](c2ccccc2)N1c1ccncc1	10	0.2	-4	5	nt	-1	7	-18
COc1ccc(S(=O)(=O)Nc2cccc3c2O[C@@H](CN(C)CC2CC2)[C@@H](C)CN([C@H](C)CO)C3=O)cc1	-3	0.0	-9	-4	-0.1	-1	-22	16
Cc1ccc2[nH]c(=O)c(CN(Cc3ccco3)C(=O)CN3CCCC(C)C3)cc2c1 (configuration not stated)	2	0.0	nt	nt	nt	2	2	0
O=C1Nc2ccccc2SC1c1ccccc1 (configuration not stated)	5	0.0	-5	1	nt	-2	-4	-3
O=C(Nc1ccccc1)C1CCCN(C(=O)c2ccc(F)cc2)C1 (configuration not stated)	3	0.0	-6	-3	-0.2	-3	0	-21
COc1ccc(CCCNC(=O)C2Cc3c(-c4ccc(NC(C)=O)cc4)ccnc3O2)cc1 (configuration not stated)	-1	1.3	-1	-1	-0.2	-1	-2	-10
CCOC(=O)N[C@@H](CC(C)C)C(=O)N1CCC[C@H]1C(=O)NCc1ccccc1	2	0.1	nt	nt	-0.2	3	-1	3
NC(=O)c1ccc(Oc2cccc3cccnc23)c([N+](=O)[O-])c1	4	0.1	-1	0	4.6	-1	-9	-7
Cc1cc2c(s1)c1cnn(Cc3ccccc3F)c(=O)c1n2C	-3	nt	0	nt	nt	3	1	-8
CN(CC(=O)Nc1cccc(F)c1)C(=O)c1cn(-c2ccccc2)nc1-c1cccs1	0	0.3	-15	nt	0.2	-1	1	-20
CCCOc1cccc(OCC(=O)Nc2nc3ccccc3[nH]2)c1	2	0.5	nt	nt	1.1	5	-1	-5
COc1ccccc1NC(=O)Nc1nc(CC(=O)Nc2ccc(F)c(F)c2)cs1	-12	0.1	-6	13	nt	-2	-2	-26
C=CCNC(=S)N1CCC(Cc2ccccc2)CC1	-2	0.0	-7	-2	-0.1	-3	-2	-7
COc1ccc(/C=N/NC(=O)C(C)n2cnc3ccccc3c2=O)cc1OC (configuration not stated)	2	0.0	-5	nt	nt	2	0	-9
Cc1ccc(C(=O)Nc2nnc(SCC(=O)N3CCCc4ccccc43)s2)cc1	-6	0.8	nt	nt	-1.8	0	0	-17
O=C(NCC(c1cccs1)N1CCOCC1)c1ccc(Cl)c(S(=O)(=O)N2CCOCC2)c1 (configuration not stated)	-1	0.4	nt	-3	-0.1	nt	-4	-14
O=C(c1cc([N+](=O)[O-])ccc1Cl)N1CCN(c2ccc(F)cc2)CC1	3	0.1	5	10	0.0	-2	3	-15
CC(=O)NC1=NN(C(C)=O)C2(S1)C(=O)N(C(C)=O)c1ccc(C)cc12 (configuration not stated)	10	0.0	-7	-1	1.2	2	8	-20
O=C(CSc1nnc(Cc2cc(=O)[nH]c(=O)[nH]2)n1-c1ccc(F)cc1)NC1CCCC1	11	0.0	-17	-5	0.3	2	1	-41
FC(F)Oc1ccc(NC(=S)NCc2ccccc2)cc1	0	0.0	nt	nt	nt	0	2	-4
CCN(CC)CCn1c(NC(=O)c2ccc(C)cc2)nc2ccccc21	4	-0.1	-1	28	nt	6	2	-28
COCCn1c(N)c(N(Cc2ccccc2)C(=O)c2cc(=O)[nH]c3ccccc23)c(=O)[nH]c1=O	-11	-0.6	-3	-17	-1.0	2	1	5
Cc1ccnc(SCc2ccc(C(=O)O)cc2)n1	3	0.0	13	-9	nt	-4	2	-9
Cc1noc(C)c1CCC(=O)O	6	0.0	nt	-6	nt	5	11	-12
COCC(=O)Nc1ccc2c(c1)C(=O)N(C)C[C@H](OC)[C@H](C)CN(C(=O)Cc1cccnc1)[C@H](C)CO2	-2	0.5	3	0	0.0	2	5	-12
O=C(NN1C(=O)c2ccccc2NC1c1ccoc1)c1ccccc1 (configuration not stated)	-3	0.0	0	20	nt	0	-1	-15
C[C@@H]1CCCCO[C@@H](CN(C)Cc2ccccc2)[C@H](C)CN([C@@H](C)CO)C(=O)c2cc(NS(=O)(=O)c3cccs3)ccc2O1	-4	0.2	19	-1	nt	2	11	5
COc1ccc(NC(=O)Nc2cccc3c2O[C@H](CN(C)S(=O)(=O)c2ccc(F)cc2)[C@@H](C)CN([C@@H](C)CO)C3=O)cc1	nt	-1.2	-5	4	1.5	nt	nt	nt
CC(C)C(N)c1csc(Nc2ccccn2)n1 (configuration not stated)	1	0.0	-4	-4	0.0	-3	-5	-11
Cc1ccc(C)c(N2CCN(S(=O)(=O)c3ccc4c(c3)NC(=O)CS4)CC2)c1	1	0.0	-1	7	nt	-5	2	-18
CCC(C)NC(=O)CSc1nc2ccccc2c(=O)n1CCCN1CCCCC1 (configuration not stated)	2	0.2	-2	-4	0.1	-1	4	-10
Cc1ccc(CCNC(=O)CN2C(=O)COc3ccc(S(=O)(=O)N4CCCCC4)cc32)cc1	-4	0.1	-2	21	5.0	-2	-3	-16

Compounds from the list above that have a nitro group on carbon:
Compound	ERp5 inh	XiGFP reactiv	RAD54 inh	esBAF inh	E-selectin induc	ERAP1 inh	S100A4 MyoIIA	RAD52 anneal inh
NC(=O)c1ccc(Oc2cccc3cccnc23)c([N+](=O)[O-])c1	4	0.1	-1	0	4.6	-1	-9	-7
O=C(c1cc([N+](=O)[O-])ccc1Cl)N1CCN(c2ccc(F)cc2)CC1	3	0.1	5	10	0.0	-2	3	-15

Later entries.
Compound	ERp5 inh	XiGFP reactiv	RAD54 inh	esBAF inh	E-selectin induc	ERAP1 inh	S100A4 MyoIIA	RAD52 anneal inh
COc1ccc(CCNC(=O)CCCn2c(=O)c3cccn3c3cccnc32)c(OC)c1OC	1	0.1	4	-2	nt	-3	-3	-8
COC(=O)c1sc(NC(=S)NNC(=O)c2c(Br)c(C)nn2C)c(C(=O)OC)c1C	-7	0.1	-2	nt	-0.3	-2	-2	-13
CCN1C(=O)[C@H]2[C@@H](c3ccc(-c4ccc(OC)cc4)cc3)N[C@@](C)(C(=O)OC)[C@H]2C1=O	0	0.1	0	1	0.0	-4	-4	-6
COc1cc(/C=N/O)ccc1OCc1ccc(Cl)cc1	-2	0.1	nt	nt	nt	1	-17	5
Cc1ccc(S(=O)(=O)Nc2ccc3c(c2)C(=O)N([C@@H](C)CO)C[C@H](C)[C@@H](CN(C)C(=O)NC2CCCCC2)O3)cc1	2	0.1	3	3	-0.8	2	-2	1
Cc1ccccc1-c1cnc2c(c1)C(=O)N([C@H](C)CO)C[C@@H](C)[C@H](CN(C)CC1CCOCC1)O2	-5	-0.1	-7	-2	nt	2	4	-8
COc1ccc(C2CC(c3ccc(OC)cc3)n3nc(NS(C)(=O)=O)nc3N2)cc1 (configuration not stated)	-4	0.3	-13	-10	-0.1	-1	-4	-15
CC(=O)Nc1cc(NC(C)=O)cc(C(=O)NCC2(N3CCOCC3)CCCCC2)c1	2	-0.1	-10	-3	0.1	1	-7	-5
C/C(=N/NC(=O)CNC(=O)c1cccnc1)c1cccc([N+](=O)[O-])c1	-4	0.0	nt	nt	-5.1	-3	3	7
COc1ccc(CNC(=O)C[C@@H]2C=C[C@H](NC(=O)Nc3ccc4c(c3)OCO4)[C@@H](CO)O2)cc1	-3	0.1	0	-1	-0.1	-2	-4	-10
COc1cc(C(=O)C(=O)c2ccc(OC)c(OC)c2)ccc1O	13	0.2	nt	-2	-1.0	5	-3	-2
CCOc1ccc2ccccc2c1C1NC(=O)N(C)C(C)=C1C(=O)OCCOC (configuration not stated)	4	0.1	3	1	nt	2	-1	-19
C[C@H](CO)N1C[C@H](C)[C@@H](CN(C)S(=O)(=O)c2cccs2)Oc2ccc(NC(=O)Cc3ccccc3)cc2C1=O	-2&11	0.0&0.1	-3&-22	7&-5	?	4	-1&-2	-82&8
CCCC#Cc1ccc([C@H]2[C@H](CO)N3C(=O)CN(C(=O)NC4CCCC4)C[C@@H]23)cc1	2	0.1	nt	nt	-0.3	0	13	-4
O=C(CN1C(=O)C2C3C=CC(C4CC34)C2C1=O)Nc1cccc2ncccc12 (configuration not stated)	2	0.3	nt	nt	nt	11	-17	-11
CCC(=O)c1ccc(OCC(=O)N(C)CC(=O)Nc2cccc(F)c2)cc1	8	0.0	-2	-9	nt	-2	-2	-5
O=C(O)c1cccc(NC(=O)c2cn(-c3ccccc3)nc2-c2cc3ccccc3o2)c1	4	-0.1	8	nt	nt	0	9	-13
O=C(Nc1ccccc1F)N1CCCCN2[C@H](CO)[C@@H](c3ccc(/C=C/c4ccccc4)cc3)[C@H]2C1	-3	0.1	24	-4	0.6	nt	nt	nt
CC(=O)c1c(C)[nH]c(C(=O)OCc2csc(CC(=O)Nc3ccccc3C)n2)c1C	0	-0.1	-7	6	nt	0	2	-22
OCC[C@@H]1C[C@H](O)[C@@H](O)[C@@]2(OCc3ccccc32)O1	0	0.1	-5	1	-0.1	-1	-2	-3
CCN(CC(=O)Nc1c(F)cccc1F)C(=O)c1ccc(COc2ccccc2)cc1	3	0.0	14	18	nt	-1	-7	-15
NC(=O)c1cnc(Cc2c[nH]c3ccccc23)c(I)c1	-1	0.0	0	-1	-1.5	nt	-7	-10
COC(=O)C[C@@H]1C[C@@H]2c3cc(NS(=O)(=O)c4cccc(OC)c4)ccc3O[C@@H]2[C@H](CO)O1	0	0.1	4	-1	0.1	0	16	-9
CC(=O)N1[C@H](CO)[C@@H](c2ccc(C3=CCCC3)cc2)[C@H]1CNC(=O)CN(C)C	nt	0.4	1	-1	0.2	nt	nt	nt

This is a random part of the collection; 2.5% or so of the library scored in one or more.
